Bioassay records deposited in PubChem by National Center for Advancing Translational Sciences (NCATS).
NIH3T3 tox: cytotoxic compounds in NIH 3T3 cells | NIH 3T3 viability, CellTiter-Glo ATP luminescence, 48-72 h | Potency, µM (top dose mostly 96.7 µM), without a hit: at the highest dose activity change, negative = cytotoxicity, usual class: inhibitors | 4.3% of 94,000 active | AID 1345082; note: potency is the fitted concentration of half-maximal effect; nearly all actives have a fitted effect of over 55% in size
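ATP-dependent luminescence (CellTiter-Glo) served as the viability signal for NIH 3T3 cells treated with compound for 48 or 72 hr at 37 °C.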
HEK293 tox: kills HEK 293 cells; Potency, µM (titrated, usually from 115 µM), without a hit: at the highest dose activity change, negative = cytotoxicity, most hits filed as inhibitors; HEK 293 viability, ATP luminescence (CellTiter-Glo), 48-72 h; 6.6% of 94,000 active; AID 1345083; note: potency is the fitted concentration of half-maximal effect; nearly all actives have a fitted effect of over 60% in size
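Cells seeded first (HEK 293, 250 cells/well), then compound added by pintool. Incubation ran 48 or 72 hr at 37 degree Celsius. CellTiter-Glo was added and luminescence imaged after 10 min at room temperature.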
SNCA viab count: reduces viability of HEK-293 SNCA reporter cells. HEK-293-SNCA-luc viability, GF-AFC fluorescence, 24 h. Potency, µM (titrated, usually from 57.1 µM), for the others: at the top dose activity change, negative = cytotoxicity, usual class: cytotoxic. 0.12% of 150,000 active;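 note: potency is the fitted concentration of half-maximal effect; 0% = DMSO-treated cells and -100% = medium-only wells without cells; nearly all actives have a fitted effect of over 30% in size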
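HEK-293-SNCA-luc cells (1500/well) plated 24 h, then exposed 24 h to a dilution series; GF-AFC added 30 min at 37C, fluorescence 405/540 nm; normalised to medium-only and DMSO wells, Hill fit.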
GPT2 inhibitor: inhibitors of human GPT2 alanine aminotransferase; 0.25% of 100,000 active; Recombinant GPT2, coupled pyruvate oxidase/HRP Amplex Red fluorescence; Potency, µM (series often up to 57.7 µM), without a hit: top-dose activity change, negative = inhibition, hits mostly inhibitors; Q8TD30; note: potency is the fitted concentration of half-maximal effect; nearly all actives have a fitted effect of over 60% in size; many of its hits are not listed in these tables
Target sequence (Q8TD30 whole entry, looked up): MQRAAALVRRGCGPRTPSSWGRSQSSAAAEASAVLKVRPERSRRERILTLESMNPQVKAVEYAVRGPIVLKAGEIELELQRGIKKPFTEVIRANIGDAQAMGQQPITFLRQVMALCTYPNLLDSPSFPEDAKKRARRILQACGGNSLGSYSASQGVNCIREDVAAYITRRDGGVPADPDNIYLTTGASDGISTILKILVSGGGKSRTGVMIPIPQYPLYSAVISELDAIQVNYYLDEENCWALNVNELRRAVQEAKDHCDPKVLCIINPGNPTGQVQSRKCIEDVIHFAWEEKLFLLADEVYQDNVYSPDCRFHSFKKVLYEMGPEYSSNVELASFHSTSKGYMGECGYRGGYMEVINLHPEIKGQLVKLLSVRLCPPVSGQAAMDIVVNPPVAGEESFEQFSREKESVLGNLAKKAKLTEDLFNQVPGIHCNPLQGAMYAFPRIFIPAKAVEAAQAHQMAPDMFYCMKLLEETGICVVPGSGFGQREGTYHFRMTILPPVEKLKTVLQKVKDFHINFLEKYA
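Inhibition is scored from Amplex Red fluorescence generated when pyruvate oxidase and HRP act on pyruvate released by GPT2. Reactions contain 10ng/uL enzyme, 250uM a-KG and 2mM L-alanine and run 30 min at room temperature.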
IP6K1 inh: IP6K1 kinase inhibition; Q92551; IP6K1 kinase, ADP-Glo luminescence, 2 h; stronger effect = lower value; activity change, % (series mostly up to about 58 µM); 0.81% of 140,000 active; AID 1645851; in the data active = activity change below about -25%
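ADP-Glo luminescence measures ADP made by human IP6K1 during a 2 h RT reaction with ATP/IP6 (mix at 1.3 mM/130 uM); top library doses 57.5 and 19.1 uM final.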
SNCA expr inhib: reduces expression of the alpha-synuclein gene. HEK-293 SNCA-luciferase knock-in, luminescence, 24 h. Potency, µM (top dose mostly 57.2 µM), inactives show top-dose activity change, negative = inhibition, hits mostly inhibitors. 0.17% of 140,000 active;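 note: potency is the fitted concentration of half-maximal effect; plate controls were DMSO cells for no effect and cell-free wells for full effect; nearly all actives have a fitted effect of over 45% in size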
Luciferase inh: inhibitors of firefly (Photinus pyralis) luciferase; purified P. pyralis luciferase, luminescence, biochemical; Potency, µM (series often up to 115 µM), without a hit: at the highest dose activity change, negative = inhibition, usual class: inhibitors; 2.5% of 76,000 active; AID 1347043; note: potency is the fitted concentration of half-maximal effect; nearly all actives have a fitted effect of over 65% in size
Target sequence (P08659 whole entry, looked up): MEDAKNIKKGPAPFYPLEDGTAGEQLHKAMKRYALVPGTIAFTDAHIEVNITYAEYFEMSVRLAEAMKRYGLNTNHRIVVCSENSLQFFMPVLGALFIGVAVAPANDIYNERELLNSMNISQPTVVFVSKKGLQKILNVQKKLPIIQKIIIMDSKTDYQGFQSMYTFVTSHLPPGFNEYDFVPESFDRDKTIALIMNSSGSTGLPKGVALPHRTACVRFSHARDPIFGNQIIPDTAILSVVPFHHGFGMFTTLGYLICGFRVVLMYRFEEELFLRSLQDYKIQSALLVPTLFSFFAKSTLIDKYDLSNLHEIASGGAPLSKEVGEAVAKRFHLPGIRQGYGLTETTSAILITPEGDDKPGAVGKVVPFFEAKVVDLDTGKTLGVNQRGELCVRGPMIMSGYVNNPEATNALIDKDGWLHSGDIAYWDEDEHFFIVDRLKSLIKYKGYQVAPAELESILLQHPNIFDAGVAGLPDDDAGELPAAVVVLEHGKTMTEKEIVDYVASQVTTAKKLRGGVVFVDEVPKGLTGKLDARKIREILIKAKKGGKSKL
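Cell-free enzyme assay, 10nM P. pyralis luciferase, luciferin and ATP each at 10uM. Inhibition profiled over a 6-point titration, read as luminescence.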
* = called active by the depositor; i = inactive; u = inconclusive; x = no result given; [ ] = another dose, or the depositor's remark. Unless noted, calls come from the whole dose curve; as a rule, active = well fitted curve in the direction sought with a large enough effect; inconclusive = small, poorly fitted or top-dose-only effect, or another doubt; inactive = no such curve, though single readings can be large; an effect the other way counts as inactive or inconclusive. Unless noted, % is set by controls: 0 for no effect and ±100 for the full control effect.

#1 O=C(O)CCC(=O)N1Cc2ccccc2CC2(CCN(CC3CCNC3)C2)C1 (stereo not drawn)
#2 Cc1ccc(-n2c(Cc3ccccc3)nnc2SCc2nc(-c3cccs3)no2)cc1C
#3 COCCNC(=O)CCCN1C(=O)COc2ccc(C(=O)COc3ccc(Cl)c(C)c3)cc21
#4 O=C(NCC1CC1)c1cn(C2CN(S(=O)(=O)c3cccc(F)c3)C2)nn1
#5 Cc1nn(C)c2c1c(-c1ccccc1)cc(=O)n2Cc1ccccc1Cl
#6 O=C(N[C@H]1CCN2C(=O)c3cc(-c4ccc5c(c4)OCO5)ccc3NC(=O)[C@H]12)C1CCCC1
#7 C[C@@H]1CN(c2ccc(C#N)cn2)C[C@@]1(O)C1CC1
#8 COc1ccc(-c2cc(C[C@H]3CNCC[C@H]3CC(=O)NCc3cccs3)no2)cc1
assay / compound	1	2	3	4	5	6	7	8
NIH3T3 tox	-4%	x	-15%	-1%	x	-25%	i	89µM*
HEK293 tox	i	x	u	i	x	i	i	56µM*
SNCA viab count	9%	-25%	3%	3%	5%	1%	1%	16%[87.6 µM]
GPT2 inhibitor	i	x	-25%	1%	x	0%	-7%	u
IP6K1 inh	-9	-10	-1	8	9	3	5	9
SNCA expr inhib	4%	u	-12%	15%	-4%	-2%	4%	-16%[87.6 µM]
Luciferase inh	x	x	-8%	5%	x	2%	-3%	-2%[172 µM]

#9 O=C(NCc1cccc(C(F)(F)F)c1)c1cn2cc(-c3ccccc3)sc2n1
#10 Cc1cccc(CNC(=O)CCCN2C(=O)CCn3nc(-c4cccn4C)cc32)c1
#11 CCc1noc(-c2ccn3c(CNC(=O)c4cccc(Cl)c4)nnc3c2)n1
#12 O=C(c1ccc(F)cc1Cl)N1CCC(Cc2nc(-c3ccc(F)cc3)no2)CC1
#13 O=C(NCCCc1ccccc1)C1CN(c2ccccc2)C(=O)N1 (stereo not drawn)
#14 COc1ccc(Nc2ccnc(N3CCCC(C(=O)N4CCN(C)CC4)C3)n2)cc1 (stereo not drawn)
#15 CCCN(CC1CCOC1)S(=O)(=O)c1cn(C)cn1 (stereo not drawn)
#16 O=C(CSc1nc2c([nH]c3ccccc32)c(=O)n1-c1ccc(F)cc1)NC1CCCCC1
assay / compound	9	10	11	12	13	14	15	16
NIH3T3 tox	-26%	x	-7%	u	3%[138 µM]	-26%	4%	x
HEK293 tox	45µM*	x	i	32µM*	i	u	18%	x
SNCA viab count	3%	u	-24%	-19%	-4%[87.6 µM]	-3%[12.5 µM]	-19%	5%
GPT2 inhibitor	u	x	2%	i	-3%[88.5 µM]	i	0%	x
IP6K1 inh	-10	2	6	4	-6	-4	2	-1
SNCA expr inhib	-29%	8%	u	u	-19%[87.6 µM]	-4%	-1%	-5%
Luciferase inh	x	x	3%	14%	-1%[172 µM]	x	5%	x

As a short view, part of the list above:
#4 O=C(NCC1CC1)c1cn(C2CN(S(=O)(=O)c3cccc(F)c3)C2)nn1
#5 Cc1nn(C)c2c1c(-c1ccccc1)cc(=O)n2Cc1ccccc1Cl
#6 O=C(N[C@H]1CCN2C(=O)c3cc(-c4ccc5c(c4)OCO5)ccc3NC(=O)[C@H]12)C1CCCC1
assay / compound	4	5	6
NIH3T3 tox	-1%	x	-25%
HEK293 tox	i	x	i
SNCA viab count	3%	5%	1%
GPT2 inhibitor	1%	x	0%
IP6K1 inh	8	9	3
SNCA expr inhib	15%	-4%	-2%
Luciferase inh	5%	x	2%

Later entries:
#17 Cc1ccc(NC(=O)CSc2nccn2C2CCCC2)cc1Cl
#18 CN(Cc1cccn1C)[S+](=O)([O-])c1cccc(C(F)(F)F)c1
#19 COc1ccccc1N1CCN(c2ncnc3n[nH]c(Br)c23)CC1
#20 Cc1ccc(CC2CCOC3(CCN(C(=O)c4cccc(C#N)c4)CC3)C2)cc1 (stereo not drawn)
#21 CC(C)N1C[C@H](C(=O)NCCc2ccccc2)[C@H](C(=O)O)C1
#22 COc1ccc(NC(=O)N2C[C@@H]3C[C@H](C2)c2ccc(NC(=O)Nc4ccccc4)c(=O)n2C3)cc1
#23 CCn1ccc(C(=O)N2CCC(Oc3ccccc3-c3nc(C4CCOCC4)no3)C2)n1 (stereo not drawn)
#24 CCOC(=O)c1ccccc1NC(=O)Nc1cc2c(cc1N1CCCC1)n(C)c(=O)n2C
assay / compound	17	18	19	20	21	22	23	24
NIH3T3 tox	x	-24%[138 µM]	x	u	-3%	-17%	u	x
HEK293 tox	x	-11%[172 µM]	x	50µM*	i	-27%	u	x
SNCA viab count	16%	8%[87.6 µM]	-13%	-14%	2%	-17%	-18%	u
GPT2 inhibitor	x	i	i	-13%	0%	-38%	-6%	x
IP6K1 inh	24	22	1	13	6	0	0	11
SNCA expr inhib	225%[activator]	8%[87.6 µM]	x	-29%	97%[activator]	33%[activator]	-8%	45%[activator]
Luciferase inh	x	-3%[172 µM]	x	1%	-15%	-25%	-3%	x

#25 CCNC(=O)[C@@H]1C[C@H](n2cc(CN(C)C(=O)OC)nn2)CN1
#26 Cc1ccc(-n2ncc(C(=O)N3CCc4ccccc4C3)c2C2CCN(C(=O)OC(C)(C)C)CC2)cc1C
#27 O=C(CCn1ccn2nc3c(c2c1=O)CCCC3)N1CCC(Cc2ccccc2)CC1
#28 CC(C)CCn1c(CN2CCN(C(C)C)C(CCO)C2)nc2ccccc21 (stereo not drawn)
#29 CC1(C)CC(=O)c2cc(-c3nc(-c4ccc(Cl)cc4)cs3)c(=O)n(-c3cccc(F)c3)c2C1
#30 O=c1n(-c2ccncc2)nc2n1CCN([S+](=O)([O-])c1cccs1)C2
#31 Cc1cn2c(=O)cc(COc3ccc(Cl)cc3)nc2s1
#32 CC(C)CCN1CCC(N2CCN(C(=O)c3ccccc3F)CC2)C1=O (stereo not drawn)
assay / compound	25	26	27	28	29	30	31	32
NIH3T3 tox	-6%	x	-3%	2%	x	-18%	x	3%
HEK293 tox	0%	x	0%	5%	x	-28%	x	-3%
SNCA viab count	-27%	-14%	7%	8%	-6%	0%	13%	-1%
GPT2 inhibitor	-41%[11.5 µM]	x	2%	i	x	i	x	-27%
IP6K1 inh	9	11	-7	7	-19	0	-5	7
SNCA expr inhib	-27%	16%	-5%	u	40%[activator]	16%	61%[activator]	30%
Luciferase inh	-1%	x	1%	2%	x	-4%	x	-2%

#33 CC(=O)Nc1cccc(CN2CCC(N3CCCNC3=O)CC2)c1
#34 O=C1CN(C(=O)c2ccc(S(=O)(=O)N3CCCCC3)cc2)C(c2ccc(F)cc2)c2cc(Cl)ccc2N1 (stereo not drawn)
#35 CCCCN1CCN(C(=O)c2cc(NC(=O)C3CCC3)cc3nc(C)ccc23)CC1
#36 Cn1nnc(-c2ccc(C(=O)NC3CCC(n4cnnc4)CC3)cc2)n1 (stereo not drawn)
#37 CC(=O)NC1CC(c2cc(NCCCOC3CCN(C)CC3)ncn2)C1 (stereo not drawn)
#38 Cc1ccc(-c2noc(-c3nc(C4CC4)no3)n2)cc1
#39 COc1ccccc1N1CCN(S(=O)(=O)c2ccc(-c3coc(C)n3)cc2)CC1
#40 CCOc1ccccc1NC(=O)N1CCN(S(=O)(=O)c2ccc3c(ccn3C)c2)CC1
assay / compound	33	34	35	36	37	38	39	40
NIH3T3 tox	-9%[138 µM]	x	-28%	-19%	-16%	3%	x	x
HEK293 tox	-5%[172 µM]	x	-15%	-2%	-5%	-3%	x	x
SNCA viab count	-11%[87.6 µM]	-2%	6%	3%	10%	-6%	-11%	7%
GPT2 inhibitor	2%[88.5 µM]	x	i	-2%	-24%	i	x	x
IP6K1 inh	4	-1	8	7	11	12	-3	-13
SNCA expr inhib	-7%[87.6 µM]	-6%	6%	7%	-9%	70%[activator]	1%	1%
Luciferase inh	5%[172 µM]	x	-10%	0%	-3%	-17%	x	x

Results in NIH3T3 tox, GPT2 inhibitor and SNCA viab count (3 entries from above):
#	canonical_smiles	NIH3T3 tox	GPT2 inhibitor	SNCA viab count
37	CC(=O)NC1CC(c2cc(NCCCOC3CCN(C)CC3)ncn2)C1 (stereo not drawn)	-16%	-24%	10%
38	Cc1ccc(-c2noc(-c3nc(C4CC4)no3)n2)cc1	3%	i	-6%
39	COc1ccccc1N1CCN(S(=O)(=O)c2ccc(-c3coc(C)n3)cc2)CC1	x	x	-11%

The list goes on:
#41 N#Cc1ccccc1CN1CCNc2nc(COc3ccccc3)n(Cc3ccccc3)c2C1=O
#42 Cc1cc(C)cc(-n2c(SCC(=O)Nc3nnc(C)s3)nc3c([nH]c4ccccc43)c2=O)c1
#43 COC(=O)c1ccccc1NC(=O)c1ncoc1-c1ccco1
#44 COC(=O)C1=CN(CC(=O)Nc2cccc(Cl)c2)S(=O)(=O)N=C1C
#45 O=C1CC2CCCC(C1)N2C(=O)C1CCCC1
#46 COc1cccc(CN2Cc3cc(NC(=O)CC(C)(C)C)ccc3OC(C)C2=O)c1OC (stereo not drawn)
#47 O=C(NC1CCCC1)N1CCC(OCc2ccccc2)C1 (stereo not drawn)
#48 CCOC(=O)c1ccccc1NC(=O)N1CCC(N2CCN(Cc3ccccc3)C(=O)C2=O)CC1
assay / compound	41	42	43	44	45	46	47	48
NIH3T3 tox	u	x	x	0%	-28%[138 µM]	-24%	-15%	x
HEK293 tox	u	x	x	-5%	1%[172 µM]	u	i	x
SNCA viab count	-22%	7%	4%	-2%	12%[87.6 µM]	2%	-5%	12%
GPT2 inhibitor	i	x	x	3%	4%[88.5 µM]	i	0%	x
IP6K1 inh	-5	-9	21	9	11	10	-12	17
SNCA expr inhib	-15%	-13%	-15%	-5%	24%[87.6 µM]	3%	12%	-2%
Luciferase inh	-2%	x	x	4%	-13%[172 µM]	-14%	x	x

#49 Cc1nn(-c2nc(-c3ccccc3)cc(C(F)(F)F)n2)c(C)c1Cl
#50 FC(F)(F)c1ccc(CN2CCCC3(CC(c4ccccn4)=NO3)C2)cc1 (stereo not drawn)
#51 CN1CCN(CCC(=O)Nc2ccc(Cl)cc2)CC1
#52 CN(Cc1cccnc1)c1nc2c(c(=O)[nH]1)CCN(Cc1cc(F)ccc1F)CC2
#53 O=C(Nc1ccccc1F)N1CCCCCC1CN1CCCC1 (stereo not drawn)
#54 COc1c(C)cnc(Cn2cc(C#CCC(C)(C)O)c3c(Cl)nc(N)nc32)c1C
#55 CCCSc1ncc(Cl)c(C(=O)Nc2c(C(=O)Nc3ccccc3)oc3ccccc23)n1
assay / compound	49	50	51	52	53	54	55
NIH3T3 tox	x	-21%	x	u	1%	x	x
HEK293 tox	x	u	x	u	i	x	x
SNCA viab count	1%	-14%	-1%	-9%	2%	-34%	-1%
GPT2 inhibitor	x	i	x	-12%	i	-8%	x
IP6K1 inh	25	6	-14	0	-4	9	0
SNCA expr inhib	-8%	11%	0%	u	44%[activator]	x	-1%
Luciferase inh	x	x	x	1%	9%	x	x

Only part of the results is shown. The share of hits here may be higher or lower than overall.
